Tau FP inhib: tau fibrillization inhibition (FP) | K18 P301L tau heparin fibrillization, Alexa594 FP, 6 h | Potency, µM (series often up to 57.7 µM), for inactives: top-dose activity, negative = inhibition, usual class: inhibitors | 280,000 compounds, 0.39% hits | AID 1468; further: on the % scale 0 is the no-effect control and ±100 the full control effect; nearly all actives have a fitted effect of over 55% in size
Target sequence (P10636 561-689 P618L limits assumed): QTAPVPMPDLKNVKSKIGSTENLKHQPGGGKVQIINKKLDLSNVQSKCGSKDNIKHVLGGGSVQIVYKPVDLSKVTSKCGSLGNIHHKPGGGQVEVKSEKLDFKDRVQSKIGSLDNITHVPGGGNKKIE
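Heparin (20 uM) drove fibril formation of recombinant tau K18 P301L, 15 uM unlabeled with 0.24 uM Alexa 594 label, for 6 hr at 37 C in 100 mM sodium acetate pH 7. Fluorescence polarization (555/632 nm) read 1 hr after 30 uM ThT.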
Tau fluor counter: counter-screen for tau fibril formation inhibitors | AID 1463 | Potency, µM (series often up to 57.7 µM), for inactives: top-dose activity change, negative = decrease | 280,000 compounds, 0.93% hits | tau K18 P301L Alexa594 fluorescence, heparin fibrillization; further: on the % scale 0 is the no-effect control and ±100 the full control effect; nearly all actives have a fitted effect of over 55% in size
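Human K18 P301L tau (15 uM unlabeled plus 0.24 uM Alexa 594-labeled, final) in 100 mM sodium acetate pH 7 was mixed with compound and 20 uM heparin and incubated 6 hr at 37 C.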
ALDH1A1 inh: blocks purified human ALDH1A1 activity; 220,000 compounds, 7.3% hits; Potency, µM (series often up to 75.3 µM), inactives show top-dose activity, negative = inhibition, usual class: inhibitors; Purified ALDH1A1, NADH fluorescence, propionaldehyde substrate; active means well fitted inhibition curve with a large enough effect, not every such curve was filed as active; inconclusive means small, poorly fitted or top-dose-only effect, or another doubt; inactive means no such curve, though single readings can be large or run the other way;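 further: plate controls were no enzyme wells and a reference inhibitor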
Target sequence (P00352 whole entry, looked up): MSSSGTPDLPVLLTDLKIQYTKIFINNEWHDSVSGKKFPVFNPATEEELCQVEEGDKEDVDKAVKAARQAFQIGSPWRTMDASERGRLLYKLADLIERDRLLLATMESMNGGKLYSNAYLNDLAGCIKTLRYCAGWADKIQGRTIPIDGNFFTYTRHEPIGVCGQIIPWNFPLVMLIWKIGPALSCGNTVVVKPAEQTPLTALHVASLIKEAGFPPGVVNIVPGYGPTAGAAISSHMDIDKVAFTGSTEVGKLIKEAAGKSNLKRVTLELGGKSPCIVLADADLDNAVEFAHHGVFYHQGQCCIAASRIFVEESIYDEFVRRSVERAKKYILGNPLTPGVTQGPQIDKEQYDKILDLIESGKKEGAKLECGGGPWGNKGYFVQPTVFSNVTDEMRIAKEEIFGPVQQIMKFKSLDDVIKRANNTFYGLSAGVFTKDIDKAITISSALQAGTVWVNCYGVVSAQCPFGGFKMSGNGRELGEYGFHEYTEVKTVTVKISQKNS
SMN2 splice up: SMN2 splice variant enhancement | HEK293 SMN2-luciferase splicing reporter, luminescence, 30-36 h | Potency, µM (doses to about 46.1 µM), without a hit: top-dose activity change, positive = activation, usual class: activators | 210,000 compounds, 2.8% hits; further: % of control where 0% means no effect; nearly all actives have a fitted effect of over 55% in size
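HEK293 cells carry an SMN2 […]–luciferase reporter in which exon 7 inclusion puts luciferase in frame. Cells were plated 10-12 h before compound addition, then incubated 30-36 h at 37C. ONE-Glo luminescence was read; sodium butyrate at 4.5 mM final served as control.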
Tau fibril ThT: blocks human tau fibril formation measured by thioflavin T. Potency, µM (top dose mostly 57.4 µM), without a hit: at the top dose activity, negative = inhibition, actives largely listed as inhibitors. AID 1460. 270,000 compounds, 2.1% hits. recombinant tau K18 P301L (four-repeat tau fragment), heparin-induced fibrillization, ThT fluorescence. P10636; further: on the % scale 0 is the no-effect control and ±100 the full control effect; nearly all actives have a fitted effect of over 55% in size
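Recombinant human tau K18 fragment […] carrying P301L, 15 uM unlabeled plus 0.24 uM Alexa 594-labeled, was fibrillized with 20 uM heparin in 100 mM sodium acetate pH 7 for 6 hr at 37 C; 30 uM ThT fluorescence read after 1 hr.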
JMJD2E inh: JMJD2E (human) inhibition; B2RXH2; JMJD2E catalytic domain, FDH-coupled NADH fluorescence (FDH is formaldehyde dehydrogenase); Potency, µM (doses to about 57.1 µM), for the others: top-dose activity change, negative = inhibition, usual class: inhibitors; 230,000 compounds, 1.6% hits; AID 2147; active means well fitted inhibition curve with a large enough effect, not every such curve was filed as active; inconclusive means small, poorly fitted or top-dose-only effect, or another doubt; inactive means no such curve, though single readings can be large or run the other way;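 further: 0% = wells with enzyme and -100% = buffer wells without enzyme; nearly all actives have a fitted effect of over 50% in size; many of its hits are not listed in these tables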
Target sequence (B2RXH2 1-337 limits assumed): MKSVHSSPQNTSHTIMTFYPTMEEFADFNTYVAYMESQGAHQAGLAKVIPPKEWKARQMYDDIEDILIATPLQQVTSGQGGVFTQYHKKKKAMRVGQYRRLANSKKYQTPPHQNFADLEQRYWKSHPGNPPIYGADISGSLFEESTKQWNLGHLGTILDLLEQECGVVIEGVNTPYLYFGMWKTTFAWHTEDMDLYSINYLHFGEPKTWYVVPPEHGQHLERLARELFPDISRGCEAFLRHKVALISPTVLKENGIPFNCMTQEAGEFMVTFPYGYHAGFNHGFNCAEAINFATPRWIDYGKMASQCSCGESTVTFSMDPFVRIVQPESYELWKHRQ
HTT aggregate: mutant huntingtin aggregation inhibition | PC12 HttQ103-GFP aggregates, Acumen cytometry, 40 h | Potency, µM (series often up to 46.1 µM), for inactives: top-dose activity change, negative = inhibition, actives largely listed as inhibitors | 220,000 compounds, 1.1% hits | AID 1688; further: on the % scale 0 is the no-effect control and ±100 the full control effect; nearly all actives have a fitted effect of over 60% in size
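Compounds (qHTS titration) were added to PC12 cells expressing an ecdysone-driven HTT exon 1 Q103–GFP fusion after induction with 100 nM tebufenozide. Aggregate formation was measured as GFP objects in cell lysates.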
HTT ATP protect: protects HTT-Q103 PC12 cells, measured by ATP. PC12 HTT-Q103 induced, cytoprotection, ATP luminescence, 40 h. Potency, µM (doses to about 56.4 µM), for the others: cytoprotection (ATP increase), most hits filed as activators. 230,000 compounds, 0.14% hits. AID 1471;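 further: % of control where 0% means no effect; nearly all actives have a fitted effect of over 45% in size; toxic huntingtin expression switched on by the ecdysone agonist tebufenozide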
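PC12 cells with ecdysone-inducible HTT exon 1 Q103-GFP, induced with 100 nM tebufenozide and co-treated with library compounds in a dose series (1536-well, 1500 cells/well). Cytoprotection read as ATP content by ATPlite luminescence.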
Numbers without * were called inactive; ? = inconclusive; . = no result given; & = joins results of further samples; [ ] = dose if it differs, or a comment. Unless noted, the call rests on the fitted dose curve; in most records, active means well fitted curve in the direction sought with a large enough effect; inconclusive means small, poorly fitted or top-dose-only effect, or another doubt; inactive means no such curve, though single readings can be large; an effect the other way counts as inactive or inconclusive. Potency means the concentration at half of the fitted maximal effect. Some of the compounds tested; the hit share may differ from the screen's.

Molecule | Tau FP inhib | Tau fluor counter | ALDH1A1 inh | SMN2 splice up | Tau fibril ThT | JMJD2E inh | HTT aggregate | HTT ATP protect
Cc1cc(C(=O)CN2C(=O)CN(C)C2=O)c(C)n1-c1cccc(S(=O)(=O)N2CCOCC2)c1 | -2% | 5% | ? | -20% | 6% | 7% | 14% | ?
CCOC(=O)C1C2C=CC3(CN(CCc4ccccc4)C(=O)C13)O2 (stereo unspecified) | -6% | -4% | 0% | -12% | -5% | 4% | 3% | -2%&2%[10 µM]
Cc1cc(Br)c2[nH]c3c(c2c1)CCCC3=O | -7% | -14% | ? | -25% | ? | -22% | -15% | 0%
O=C1CSC(c2ccc([N+](=O)[O-])cc2)N1CCN1CCCCC1 (stereo unspecified) | 3% | 2% | ? | -9% | 1% | 0% | 1% | -26%
Cc1cccc(OCc2nnc(SCC(=O)N3c4ccccc4CC3C)n2C)c1C (stereo unspecified) | 4% | 7% | -6% | -60%[inhibitor] | 20% | -1% | -14% | -2%[10 µM]
Cc1cc(C)c(S(=O)(=O)N2CCOCC2)cc1NS(=O)(=O)c1cc(OCC(N)=O)c(C)cc1Cl | 2% | -3% | -4% | . | -6% | 4% | 4%[9.22 µM] | -10%[10 µM]
CCCC[n+]1ccn(C2=C([O-])c3ccccc3C(=O)/C2=N\S(=O)(=O)c2ccc(Cl)cc2)c1 | ? | ? | . | . | 11µM* | -16% | 11%[9.22 µM] | 25%[10 µM]
CC1CCN(Cc2nc(-c3ccccc3)no2)CC1 | 6% | 7% | -2% | . | 2% | 1% | -13% | -2%
COC(=O)CNC(=O)CN1C(=O)N(c2ccc(Cl)cc2)C(N(O)C(=O)Nc2ccc(Cl)cc2)C1(C)C (stereo unspecified) | -5% | -26% | ? | -18% | -6% | 2% | 0% | 4%
CCc1ccccc1NC(=O)N[C@H](C(=O)O)C(C)C | -5% | -5% | 16% | -9% | -8% | 4% | 6%[9.22 µM] | 3%
O=C(Nc1cccc(O)c1)c1ccc([N+](=O)[O-])cc1Cl | 3% | -8% | 5% | ? | -15% | 1% | -8% | -47%[inhibitor]
COc1cccc(C(=O)N/N=C(\CC(C)C)c2ccccc2)c1 | 4% | -2% | 2% | -17% | -9% | 2% | -16% | .
O=C(Nc1nncs1)c1ccc(N2C(=O)C3C4C=CC(C4)C3C2=O)cc1 (stereo unspecified) | 2% | 3% | -11% | -11% | -9% | -2% | -19% | 10%[10 µM]
CC1CN(C(=O)CSc2nnc(-c3ccc(Cl)cc3)n2C)CC(C)O1 (stereo unspecified) | 1% | 2% | -7% | -10% | -12% | 1% | 6% | -3%
Cc1ccc([N+](=O)[O-])cc1Nc1nc(N2CCOCC2)nc(N2CCOCC2)n1 | -4% | -22% | 1% | -16% | ? | 4% | 8%[9.22 µM] | -1%[10 µM]
Cc1ccc2nc(-c3ccc(O)cc3)c(Nc3ccc4c(c3)OCCO4)n2c1 | 16%&12% | 25µM*[quencher] | ? | -5%&-4% | ? | ? | ? | 7%
Cc1nn(Cc2ccccc2)c(C)c1NC(=O)CSc1nc(-c2ccccc2)nc2c1cnn2-c1ccccc1 | -13% | -2% | ? | -3% | -9% | -21% | 8% | 1%
CCOCCCNC(=O)CN1C(=O)/C(=C/c2ccccc2)Sc2ccccc21 | 9% | -15% | ? | -25% | -9% | 0% | -14% | 37%[10 µM]
CCOC(=O)c1cccc(NC(=O)C2CCC(CNc3c(N4CCOCC4)c(=O)c3=O)CC2)c1 (stereo unspecified) | 11% | -7% | 10% | 3% | -2% | -6% | 13% | -20%
CC(C)NC(=O)c1ccccc1-c1nc(-c2ccccc2Cl)no1 | 6% | 2% | -4% | . | -2% | -9% | -4% | -18%
COc1cccc(-n2c(SC)nnc2-c2cnccn2)c1 | -7% | -17% | 4% | -14% | -16% | -2% | 0% | -26%
C=CCSc1n[nH]c(-c2ccccc2)n1 | 3% | -7% | -23% | 16% | -10% | -5% | -24% | 10%
CC1CCN(C(=O)CN(CCc2ccccc2)S(C)(=O)=O)CC1 | -2% | -4% | 11% | -13% | -7% | 1% | 3% | -23%[10 µM]
COc1ccccc1NC(=O)c1nnn(CC(=O)Nc2cccc(SC)c2)c1N | 1% | -27% | ? | 8% | -4% | 5% | 13% | -3%[10 µM]
NC(=O)CC[C@@H]1NC(=O)[C@H](CO)NC(=O)c2cc([N+](=O)[O-])cc(I)c2NCC[C@@H](C(N)=O)NC(=O)[C@H](Cc2ccc(O)cc2)NC1=O | 1% | -13% | 3.5µM* | 3% | -20% | ? | 1% | .
O=C(NCc1ccc(Cl)cc1)c1ccccc1Oc1ccccc1 | -5% | -8% | ? | -1% | -6% | 0% | ? | -83%[inhibitor]
COc1ccc(C(c2sc3nc(C)nn3c2O)N2CC(C)OC(C)C2)cc1OC (stereo unspecified) | 8% | 11% | -1% | -9% | 9% | -6% | 0% | 12%[10 µM]
O=S(=O)(c1ccccc1)c1nc(-c2ccco2)oc1SCc1ccc(F)cc1 | ? | ? | . | -12% | -1% | . | . | .
COc1ccc(NC(=O)CCCn2c(=S)[nH]c3ccccc3c2=O)cc1 | 1% | 0% | 12% | -2% | -12% | 1% | -12% | 32%[10 µM]
CCOC(=O)c1cnn(-c2cc(Oc3cccc(C)c3)ncn2)c1N | -4% | -25% | 2% | -16% | ? | 10% | -14% | -14%
O=C(NCCN1CCN(c2cccc(Cl)c2)CC1)c1ccc(CSc2nc3ccncc3[nH]2)cc1 | ? | ? | -6% | -57%[inhibitor] | ? | 9% | -24% | 16%
Cc1nc(-c2ccc(S(=O)(=O)NCC3CCN(C(=O)OC(C)(C)C)CC3)s2)cs1 | 2% | -23% | . | . | ? | ? | 9%[9.22 µM] | 2%[10 µM]
c1cncc(CNc2nc(-c3ccoc3)nc3ccccc23)c1 | ? | ? | -2% | 4% | 28µM* | ? | . | -8%
CCOc1ccc(/C=C/c2nc(C#N)c(Nc3ccc(OCC)cc3)o2)cc1 | 11% | -14% | . | 7% | -22% | . | . | .
Cc1ccc(NC(=O)C2CCCN(c3nc4ccccc4s3)C2)c(C)c1 (stereo unspecified) | -4% | 11% | . | 4% | 13% | . | . | .
CCCCc1nnc(NC(=O)CCSc2ccccc2)s1 | -2% | -9% | -3% | -14% | -14% | -2% | 11% | 23%
O=C1CC(c2ccc3c(c2)OCO3)CN1 (stereo unspecified) | 1% | -4% | 20% | -2% | -12% | -3% | -1% | 17%
O=C(CCc1ccccc1)Nc1nncs1 | -7% | -9% | -10% | 0% | -10% | ? | 2% | 6%
CCC(C)NC(=O)Cc1cn(C)c2ccccc12 (stereo unspecified) | 5% | -3% | -6% | -19% | -4% | ? | 10%[9.22 µM] | -11%
CCOc1ccc(-c2nc(N)ncc2-c2ccccc2OC)c(O)c1 | -1% | -29% | . | . | -12% | 1% | -10%[9.22 µM] | 2%[10 µM]
Cn1cccc1C(=O)NC(=O)CSc1nc2ccccc2s1 | -1% | -18% | -5% | 24% | ? | 4% | -13% | 5%
Cc1ccc(S(=O)(=O)c2nc(-c3ccco3)oc2SCc2ccccc2Cl)cc1 | ? | ? | . | -3% | -4% | . | . | .
O=C(Cc1c[nH]c2ccccc12)OCCOC(=O)Cc1c[nH]c2ccccc12 | 3% | ? | 18µM* | -52%[inhibitor] | ? | 7% | -3% | 11%[1.9 µM]
O=S(=O)(c1cccc(C(F)(F)F)c1)N1CCN(c2nnnn2-c2ccccc2)CC1 | -8% | 3% | -2% | 4% | 8% | 4% | -4% | -6%
COc1ccc(C2(C(F)(F)F)NC(=O)N(C)C(=O)N2C)cc1 (stereo unspecified) | -5% | -8% | 2% | -3% | -4% | 5% | 5% | 17%
CC(C)CCNC(=O)C(c1cccnc1)N(CCc1ccccc1)C(=O)Cn1nnc2ccccc21 (stereo unspecified) | -7% | -2% | 5% | -10% | -6% | 3% | 22% | -16%[1.9 µM]
Clc1ccc(-c2nnc3n2CCCCC3)cc1 | 3% | -6% | -1% | 9% | -9% | -7% | ? | ?
CC(C)=C1SC(N2CCOCC2)=NC1=O | 8% | 0% | -1% | -30% | -5% | -1% | 12% | -1%
COc1cc2c(C(=O)Nc3ccc4c(c3)OCO4)cn(CC(C)C)c(=O)c2cc1OC | 0% | -19% | ? | 9% | -6% | -4% | -13% | -22%
CCOc1ccc(OCC)c(NC(=O)CN2CCN(CC)CC2)c1 | 3% | 4% | -7% | -6% | 3% | ? | -22% | -5%[10 µM]
COCc1cc(=O)n2[nH]c(-c3ccccc3)cc2n1 | 5% | 6% | ? | 11% | -7% | ? | 5% | -14%
CCOc1cc(C(c2c(C)[nH]n(-c3ccccc3)c2=O)c2c(C)[nH]n(-c3ccccc3)c2=O)ccc1O | -1% | -15% | . | -10% | ? | . | . | .
Cc1ccccc1C(=O)Nc1cc2c(cc1N1CCOCC1)n(C)c(=O)n2C | -12% | -19% | . | 8% | -17% | . | . | .
CCC1=Nc2cc(C(=O)NC(C)c3ccccc3)ccc2Sc2ccc(Cl)cc21 (stereo unspecified) | -8% | -9% | . | -3% | 0% | . | . | .
Cc1ccc(CNc2ccc(N3C(=O)CCCC3=O)cc2[N+](=O)[O-])cc1 | 9% | -1% | -3% | 4% | ? | ? | ? | .
Cc1cc(C(=O)N2CCOCC2)n(-c2ccccc2)n1 | -4% | 2% | 1% | 4% | 12% | -1% | 3% | -10%
O=C(Cc1ccccc1)N/N=C/c1ccccc1Cl | -15% | -19% | 1% | 19% | -14% | -2% | 11% | -14%
O=C(Nc1ccccc1)N1CCNCC1 | 1% | 11% | 5% | . | 3% | 5% | 8%[9.22 µM] | 15%[10 µM]

Complete entries, looked up by structure:
`Clc1ccc(-c2nnc3n2CCCCC3)cc1` is listed as Tau FP inhib = 3%; Tau fluor counter = -6%; ALDH1A1 inh = -1%; SMN2 splice up = 9%; Tau fibril ThT = -9%; JMJD2E inh = -7%; HTT aggregate = ?; HTT ATP protect = ?
`Cn1cccc1C(=O)NC(=O)CSc1nc2ccccc2s1` is listed as Tau FP inhib = -1%; Tau fluor counter = -18%; ALDH1A1 inh = -5%; SMN2 splice up = 24%; Tau fibril ThT = ?; JMJD2E inh = 4%; HTT aggregate = -13%; HTT ATP protect = 5%
